High-throughput results from PubChem.
SKKanGAS inh: S. pyogenes SKKanGAS growth inhibitors in kanamycin, primary screen, streptokinase expression inhibitor project, SKKanGAS strain, BacTiter-Glo luminescence; 1.3% of 300,000 active; inhibition, % at 7.5 µM; 6 h; AID 1662, 2009;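 active = mean replicate score, as percent of positive control median, at least 50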;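 note: strain carries kanamycin resistance gene driven by streptokinase promoter and grows in 40 µg/ml kanamycin; loss of luminescence reflects streptokinase promoter inhibition or plain growth inhibition; 0% = median of DMSO wells and 100% = positive control at its reference dose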
RGS4 act: RGS4 potentiators or activators, primary screen, cell-based, HEK293 M3R inducible RGS4, calcium flux. carbachol calcium flux Fluo4; stronger effect = lower value. B-score at 10 µM. 0.92% of 310,000 active. AID 463111, 2010;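 active = B-score of the integrated calcium signal more than 4 SD below the library mean, with starting fluorescence not abnormally high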;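 note: negative B-score means reduced calcium response which marks RGS4 activation or potentiation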
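System: HEK293 FlpIn-TREx cells, stable M3R, doxycycline-inducible RGS4. Timing: overnight RGS4 induction, 30 min dye load 37 °C, 20 min compound RT. Also added: carbachol, ECmax concentration. Measured by: Fluo4 fluorescence kinetic imaging of calcium. Evaluation: integrated calcium ratio converted to B score.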
KCNK9 block: KCNK9 potassium channel inhibitors, primary screen, HEK293 cells, thallium flux | 1.2% of 310,000 active | B-score at 10 µM | Potassium channel subfamily K member 9 (Homo sapiens), Q9NPC2 | FluxOR thallium flux fluorescence; stronger effect = lower value;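 active = ratio B-score over 3 SD below the library mean, with starting fluorescence within 5 SD of its mean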;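 note: negative B-score means less thallium flux so channel inhibition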
KCNK3 inh: human KCNK3 channel inhibitors, primary screen, CHO cells, FluxOR thallium flux, B-score. Potassium channel subfamily K member 3 (Homo sapiens), O14649. 0.84% of 340,000 active. AID 602410, 2012. B-score at 10 µM. FluxOR fluorescence; stronger effect = lower value;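 active = B-score under library mean minus 4 SD, starting fluorescence ratio at most library mean plus 5 SD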;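 note: more negative B-score means stronger inhibition of thallium flux through KCNK3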
hERG protect: hERG rescue from dofetilide block, primary screen, cell-based, CHO-hERG, FluxOR thallium flux, dofetilide IC70; activation (rescue from dofetilide block), less the hit threshold, % at 10 µM; 0.51% of 310,000 active; dofetilide IC70 present; AID 1511, 2009;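 active = activation above the mean of controls blocked by dofetilide plus 5 SD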;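 note: thallium influx through hERG after potassium depolarization seen as dye fluorescence rise; in these data hits start at about 4.7%; inactives centre near -7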
Target sequence (Q12809 whole entry, looked up): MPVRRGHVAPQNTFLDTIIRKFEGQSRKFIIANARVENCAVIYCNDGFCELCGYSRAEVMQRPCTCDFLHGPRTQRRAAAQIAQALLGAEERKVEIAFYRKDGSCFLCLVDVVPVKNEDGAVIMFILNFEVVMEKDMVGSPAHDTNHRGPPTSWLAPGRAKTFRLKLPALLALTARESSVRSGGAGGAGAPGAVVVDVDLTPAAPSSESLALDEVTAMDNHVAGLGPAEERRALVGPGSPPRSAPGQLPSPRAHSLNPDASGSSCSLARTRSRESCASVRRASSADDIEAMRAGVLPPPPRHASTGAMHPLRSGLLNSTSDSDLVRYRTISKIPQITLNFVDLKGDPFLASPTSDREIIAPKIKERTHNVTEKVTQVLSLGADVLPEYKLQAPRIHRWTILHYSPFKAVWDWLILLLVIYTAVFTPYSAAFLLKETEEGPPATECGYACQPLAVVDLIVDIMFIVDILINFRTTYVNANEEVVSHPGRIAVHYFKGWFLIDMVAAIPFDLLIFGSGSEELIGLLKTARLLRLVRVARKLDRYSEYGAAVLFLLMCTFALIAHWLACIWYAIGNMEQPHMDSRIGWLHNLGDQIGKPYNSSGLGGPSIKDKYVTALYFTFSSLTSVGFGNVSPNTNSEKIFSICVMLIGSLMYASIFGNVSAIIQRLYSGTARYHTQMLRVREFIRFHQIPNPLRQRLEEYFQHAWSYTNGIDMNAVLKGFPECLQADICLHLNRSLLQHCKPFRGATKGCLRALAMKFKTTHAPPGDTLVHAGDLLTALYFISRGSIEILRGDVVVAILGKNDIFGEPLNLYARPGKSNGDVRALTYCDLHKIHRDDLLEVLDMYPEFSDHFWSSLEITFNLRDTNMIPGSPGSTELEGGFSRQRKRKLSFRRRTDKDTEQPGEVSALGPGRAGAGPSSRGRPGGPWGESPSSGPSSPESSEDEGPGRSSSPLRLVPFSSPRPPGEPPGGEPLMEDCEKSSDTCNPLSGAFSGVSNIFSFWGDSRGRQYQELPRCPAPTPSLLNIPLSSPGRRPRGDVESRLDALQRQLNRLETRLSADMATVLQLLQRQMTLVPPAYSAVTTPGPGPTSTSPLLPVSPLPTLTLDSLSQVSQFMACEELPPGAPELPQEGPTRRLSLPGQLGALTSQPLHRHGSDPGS
KCNQ1 act: potentiators or activators of KCNQ1 channel, primary screen, cell-based, thallium flux, high-throughput. Potassium voltage-gated channel subfamily KQT member 1 (Homo sapiens), P51787. CHO-K1 KCNQ1, thallium flux FluxOR fluorescence; stronger effect = higher value. B-score at 10 µM. 0.35% of 310,000 active. AID 2648, 2010;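 active = fluorescence ratio B-score, a plate-corrected score, at least three library SD, with initial intensity B-score within 5 SD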
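assay system = CHO-K1 cells stably expressing KCNQ1 | medium = assay buffer, equal DMSO in all wells | timing = 37 °C overnight plating, 90-min dark dye load, 20-min compound pretreatment | measured by = kinetic FluxOR thallium fluorescence, 10-s 1-Hz baseline, 110-s post-stimulus read | measure = fluorescence change relative to baseline, converted to B score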
TMEM16A act: TMEM16A chloride channel activators or potentiators, primary screen, cell-based, HTS. Anoctamin-1 (Mus musculus), Q8BHY3. HEK293 TMEM16A/YFP-H148Q/I152L, iodide quench fluorescence; stronger effect = lower value. B-score at 10 µM. 0.3% of 340,000 active. AID 623877, 2012;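 active = fluorescence-ratio B-score plate-corrected deviation score at least 3 library SD below zero, with starting fluorescence score within 5 deviations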;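 note: channel opened by trigger with iodide after compound preincubation; score built on the fluorescence ratio of max minus min over baseline; more negative score means more quench and so TMEM16A activation or potentiation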
RGS4 block: RGS4 inhibitors, primary screen, cell-based, HEK293 M3R inducible RGS4, calcium flux; Regulator of G-protein signaling 4 (Homo sapiens), P49798; Fluo-4 calcium flux; stronger effect = higher value; triggered by carbachol at its EC20; B-score at 10 µM; 0.45% of 310,000 active;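 active = B-score, a plate-corrected calcium signal, over three deviations above library mean, with baseline fluorescence within five deviations of library mean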;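 note: RGS4 expression induced by doxycycline in cells with stable M3 receptor; B-score is computed from the integrated fluorescence ratio over baseline after carbachol; higher B-score means a larger calcium signal and so more RGS4 inhibition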
HDAC3 inhib: HDAC3 deacetylase inhibitors, primary screen, biochemical, fluorescence, cell-free homogeneous | Histone deacetylase 3 (Homo sapiens), O15379 | recombinant HDAC3, fluorogenic peptide/trypsin coupled | inhibition, % at 8.3 µM | 0.15% of 320,000 active; in the data active = inhibition above about 26%, passing the limit was not always enough
ANO1 block: TMEM16A chloride channel inhibitors, primary screen, cell-based, HTS | Anoctamin-1 (Mus musculus), Q8BHY3 | HEK293 TMEM16A/YFP iodide influx fluorescence, ionomycin | normalized B-score (activity score, 25-100; higher = stronger inhibition) at 10 µM | 1.2% of 310,000 active;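 active = ratio plate-corrected score three or more library SD toward inhibition, starting fluorescence score within five deviations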;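 note: score derived from kinetic fluorescence span divided by baseline fluorescence per well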
KCNQ1 block: inhibitors of human KCNQ1 channel, primary screen, cell-based, thallium flux, high-throughput | CHO-K1 KCNQ1, FluxOR thallium flux fluorescence; stronger effect = higher value | 1.3% of 310,000 active | AID 2642, 2010 | B-score at 10 µM | Potassium voltage-gated channel subfamily KQT member 1 (Homo sapiens), P51787;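 active = compounds whose thallium flux B-score, printed positive for inhibition, exceeds three library SD while starting fluorescence stays within three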;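 note: channel opened by potassium depolarization with thallium stimulus after 20 min compound exposure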
* hit, by the source's call; i = inactive; / = not tested or not shown.

SMILES | SKKanGAS inh | RGS4 act | KCNK9 block | KCNK3 inh | hERG protect | KCNQ1 act | TMEM16A act | RGS4 block | HDAC3 inhib | ANO1 block | KCNQ1 block
Cc1csc(NC(=O)CSc2nc(C)nc3c2c(=O)n(C)c(=O)n3C)n1 | 3 | i | i | i | -12 | i | i | i | -8 | i | i
Cc1ccccc1SCC(=O)OCC(=O)Nc1sccc1C(N)=O | 3 | i | i | i | -28 | i | i | i | -4 | i | i
Cc1ccc(SCc2nc(N)nc(Nc3ccccc3C)n2)cc1C | -5 | i | i | i | -10 | i | i | i | 7 | i | i
CCOC(=S)N/C(=N\S(=O)(=O)c1ccccc1)c1ccccc1 | -2 | i | i | i | -9 | i | i | i | 0 | i | i
Cn1c(=O)c2ncn(CC(=O)NC3CCCCCC3)c2n(C)c1=O | -2 | i | i | i | -6 | i | i | i | 8 | i | i
COc1cccc(N2C(=O)C3CCCN3C2c2ccc(N(C)C)cc2)c1 (stereo not drawn) | 0 | i | i | i | -6 | i | i | i | 2 | i | i
COC(=O)c1cc(C)ccc1OCc1ccc([N+](=O)[O-])cc1 | -11 | i | i | i | -9 | i | i | i | -1 | i | i
CCCNC(=O)c1c(N)n(-c2cccc(OC)c2)c2nc3ccccc3nc12 | 28 | i | i | i | -12 | i | i | i | -6 | i | i
Cc1cccc(N(CC(=O)NC2CCCC2)C(=O)CCC(=O)Nc2cc(C)on2)c1 | -2 | i | i | i | -3 | i | i | i | -1 | i | i
Cc1cc(CNC(=O)c2ccc3oc(C(C)C)nc3c2)nn1C | -3 | i | i | i | -2 | i | i | i | 6 | i | i
O=C(Cc1ccccc1)NC(NC(=S)Nc1cc(Cl)ccc1Cl)C(Cl)(Cl)Cl (stereo not drawn) | 32 | i | i | i | -11 | i | i | i | 6 | i | i
COC(=O)[C@H](CC(C)C)NCc1cccc(CN[C@@H](CC(C)C)C(=O)OC)c1 | -1 | i | i | i | -5 | i | i | i | -1 | i | i
CC1(C)CC(=O)C2=C(C1)OC(N)=C(C#N)C2Cc1ccccc1 (stereo not drawn) | -1 | i | i | i | -13 | i | i | i | 5 | i | i
Cc1c(NC(=O)C(C)OC(=O)CNC(=O)c2ccccc2)c(=O)n(-c2ccccc2)n1C (stereo not drawn) | -4 | i | i | i | -5 | i | i | i | -1 | i | i
CC1CCC(C(C)C)C(OC(=O)COC(=O)c2ccc(=O)[nH]c2)C1 (stereo not drawn) | 22 | i | i | i | -10 | i | i | i | 7 | i | i
CC12CC3CC(C)(C1)CC(C(O)CN1CCOCC1)(C3)C2 (stereo not drawn) | -5 | i | i | i | -4 | i | i | i | 5 | i | i
NC1=NC(=O)/C(=C\c2ccsc2)S1 | 0 | i | i | i | -8 | i | i | i | -6 | i | i
CCOc1ccc(OCC)c(NC(=O)C2CCN(S(=O)(=O)c3ccc4c(c3)CC(C)N4C(C)=O)CC2)c1 (stereo not drawn) | 1 | i | i | i | -6 | i | i | i | 0 | i | i
Cc1cccc(N(C)S(=O)(=O)c2ccc(-c3cnc(C4CC4)o3)cc2)c1 | 2 | i | i | i | -6 | i | i | i | 8 | i | i
COc1ccccc1Nc1ccc(N)cc1 | 8 | i | i | i | -10 | i | i | i | -4 | i | i

Entries of single compounds, looked up by structure. Values in the order: SKKanGAS inh	RGS4 act	KCNK9 block	KCNK3 inh	hERG protect	KCNQ1 act	TMEM16A act	RGS4 block	HDAC3 inhib	ANO1 block	KCNQ1 block
CCCNC(=O)c1c(N)n(-c2cccc(OC)c2)c2nc3ccccc3nc12 in the list: 28	i	i	i	-12	i	i	i	-6	i	i
Cc1cccc(N(C)S(=O)(=O)c2ccc(-c3cnc(C4CC4)o3)cc2)c1 in the list: 2	i	i	i	-6	i	i	i	8	i	i

The list goes on:
SMILES | SKKanGAS inh | RGS4 act | KCNK9 block | KCNK3 inh | hERG protect | KCNQ1 act | TMEM16A act | RGS4 block | HDAC3 inhib | ANO1 block | KCNQ1 block
CCOC(=O)N1CCN(C(=O)c2ccc3c(c2)N(CC)CCS3)CC1 | -3 | i | i | i | 0 | i | i | i | -2 | i | i
CCNc1c(NC(=O)c2ccc3c(c2)OCO3)c(=O)oc2ccccc12 | -5 | i | i | i | -10 | i | i | i | 14 | i | i
CC(=O)Nc1ccc(NC(=O)C(C)OC(=O)/C(C#N)=C/c2ccc(N(C)C)cc2)cc1 (stereo not drawn) | 23 | i | i | i | -33 | i | i | i | / | i | i
O=C1C2(c3ccccc3)CN(CCO)CC1(c1ccccc1)CN(CCO)C2 | 1 | i | i | i | -9 | i | i | i | -4 | i | i
C=CCn1c(SCC(=O)Nc2sc(C)c(C)c2C(=O)OCC)nnc1-c1sc(N)nc1C | 14 | i | i | i | -6 | i | i | i | -1 | i | i
CC1CCCC(C)N1C(=O)CSc1nnc(C2CCCCC2)o1 (stereo not drawn) | 0 | i | i | i | -7 | i | i | i | -5 | i | i
COc1cccc(-n2c(SCC(N)=O)nnc2-c2ccco2)c1 | -2 | i | i | i | -10 | i | i | i | 2 | i | i
O=C1C=CC(=O)C(C2=C3C(=O)N(CCc4ccccc4)CC(=O)N3CCC2)=C1 | -4 | i | i | / | -37 | i | / | i | -4 | i | i
CCOC(=O)N1CCN(C(=O)c2cc3c(s2)-c2ccc(Cl)cc2S(=O)(=O)C3)CC1 | -2 | i | i | i | -9 | i | i | i | -11 | i | i
CNC(=O)COc1coc(CN2CCN(c3ccccc3)CC2)cc1=O | -3 | i | i | i | -11 | i | i | i | -4 | i | i
O=C1CSC(c2ccccc2F)N1c1cc(Cl)ccc1O (stereo not drawn) | -6 | i | i | i | -18 | i | i | i | 6 | i | i
COc1ccc2[nH]c(=O)c(-c3nnn(-c4ccc(F)cc4)n3)cc2c1 | 6 | i | i | i | -5 | i | i | i | 0 | i | i
CC1=C/C(=C\c2ccc3c(c2)OCO3)C(=O)S1 | 4 | i | i | i | -9 | i | i | i | 6 | i | i
CCN(CC)c1ccc(NC(=O)c2cccc(C)c2)cc1S(=O)(=O)Nc1ccccc1OC | 10 | i | i | i | -15 | i | i | i | -1 | i | i
CN1C2C=C3C(C#N)=C(N)C(C#N)(C#N)[C@H](c4c(F)cccc4F)[C@H]3C1CC2 (stereo partly drawn) | -7 | i | i | i | -8 | i | i | i | 9 | i | i
O=C(Cc1ccc(Cl)cc1)NNC(=S)NC(=O)c1cccnc1 | 14 | i | i | i | -9 | i | i | i | 7 | i | i
CSc1ccccc1NC(=O)CN(C)CC(=O)Nc1ccc(Cl)cc1[N+](=O)[O-] | / | i | i | i | -9 | i | i | i | -1 | i | i
COc1ccc(NC(=O)CSc2nnc(-c3ccco3)n2C)cc1 | 8 | i | i | i | -7 | i | i | i | 0 | i | i
CCCOC(=O)CSc1nc(N)c(C#N)c(-c2ccco2)c1C#N | -4 | i | i | i | -16 | i | i | i | 5 | i | i
Cc1ccc(S(=O)(=O)Nc2ccc(C(=O)NCc3ccncc3)cc2)cc1 | 3 | i | i | i | -4 | i | i | i | -2 | i | i
O=C(Nc1cccc(S(=O)(=O)c2cccc(NC(=O)c3ccco3)c2)c1)c1ccco1 | 6 | i | i | -9.4* | -14 | i | i | i | 6 | 25* | i
OC1(c2ccccc2)Cc2cccc[n+]2C1c1ccccc1 (stereo not drawn) | 3 | i | i | i | -6 | i | i | i | -4 | i | i
CCCc1ccc(OCCNC(=O)c2ccco2)cc1 | -6 | i | i | i | -10 | i | i | i | 0 | i | i
COC(=O)c1ccc(CNC(=O)N2CCN(S(=O)(=O)c3ccc(C)cc3)CC2)cc1 | 1 | i | i | i | -9 | i | i | i | 4 | i | i
CCCC(=O)Nn1cnc2c(c1=O)C1(CCCC1)Cc1ccccc1-2 | 2 | i | i | i | -9 | i | i | i | 5 | i | i
Cc1ccc(S(=O)(=O)N2CCOCC2)cc1NC(=O)C1CC(=O)N(c2ccc3c(c2)OCCO3)C1 (stereo not drawn) | -3 | i | i | i | -12 | i | i | i | -2 | i | i
CCCOc1ccc(N2C(=O)CC(NCC#N)C2=O)cc1 (stereo not drawn) | 13 | i | i | i | -4 | i | i | i | 3 | i | i
COc1ccccc1/C=N/NC(=O)c1cc2c(ccc3ccccc32)o1 | -4 | i | i | -12* | -26 | i | i | i | -1 | i | i
Cn1c(CNc2ccc(F)cc2)nc2ccccc21 | -2 | i | i | i | -2 | i | i | i | -1 | i | i
COC(=O)C1CCN(CC(N)=O)CC1 | -1 | i | i | i | -8 | i | i | i | -6 | i | i
COC(=O)[C@@H]1C[C@@]2(O)[C@H](O)[C@H](O)[C@H](O)C[C@H]2N1Cc1ccc(C(C)(C)C)cc1 | 0 | i | i | i | -8 | i | i | i | 2 | i | i
NC(=O)c1nsc(C(=O)N(c2ccccc2)C(C(=O)NC2CCCC2)c2ccncc2)c1N (stereo not drawn) | 2 | i | i | i | -4 | i | i | i | -10 | i | i
O=C(Nc1ccccc1Cl)c1ccc(Cl)cc1Cl | 9 | i | i | i | -12 | i | i | i | 1 | i | i
COc1ccc2c(c1)C1(Nc3ccccc3-c3nc4ccccc4n31)C(=O)N2C (stereo not drawn) | / | i | i | i | -4 | i | i | i | 2 | i | i
CSc1nnc(-c2cnccn2)n1Cc1ccccc1 | -4 | i | i | i | -7 | i | i | i | -2 | i | i
O=C(CSCc1ccc(Br)cc1)N=Nc1c(O)[nH]c2ccccc12 | 3 | i | i | i | -1 | i | i | i | 3 | i | i
CC(C)CCNC(=O)C1CCN(c2nnc(-n3cccc3)s2)CC1 | 4 | i | i | i | -11 | i | i | i | 6 | i | i

Single values from the results shown.
In HDAC3 inhib, Cc1cc(CNC(=O)c2ccc3oc(C(C)C)nc3c2)nn1C is listed with 6
In HDAC3 inhib, COc1ccc(NC(=O)CSc2nnc(-c3ccco3)n2C)cc1 is listed with 0
